# Abeta rescue = restores growth of yeast expressing A-beta42 peptide; 0.063% of 410,000 active; yeast expressing A-beta42, growth rescue, OD600, 48 h; response scale: 0% DMSO, 100% iron-clioquinol control; Potency, µM (top dose mostly 46.1 µM), for the others: at the top dose growth rescue, most hits filed as activators; further: nearly all actives have a fitted effect of over 55% in size
#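 Yeast A-beta toxicity model in growth medium with pinned compounds, 48 h at 30 C; growth read as absorbance at 600 nm. Normalized to FeCl3/clioquinol equimolar mix (positive) and DMSO (negative).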
# FUS suppressor = suppressors of FUS proteinopathy in yeast; S. cerevisiae FUS-expressing, growth rescue, OD600, 24 h; Potency, µM (doses to about 76.6 µM), for inactives: at the top dose growth rescue (activation), most hits filed as activators; 0.24% of 390,000 active; AID 1347120;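 further: plate controls were DMSO vehicle for no effect and reference control for full effect; nearly all actives have a fitted effect of over 55% in size; some results filed as inactive show a strong effect at the top dose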
#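 Restored growth of FUS-toxic S. cerevisiae, read as 600 nm absorbance after 24 h at 30C in galactose medium (starting OD 0.005). Controls CP55940 and DMSO.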
# * marks the source's active call; other numbers are inactive results; ? = inconclusive. The call rests on the fitted dose curve; in most records, active means well fitted activation curve with a large enough effect; inconclusive means small, poorly fitted or top-dose-only effect; inactive means no such curve, though single readings can be large or run the other way. Potency means the concentration at half of the fitted maximal effect. A portion of the library (hit frequency here may not be typical).
SMILES,Abeta rescue,FUS suppressor
CCOC(=O)c1ccc(NC(=O)c2cc(=O)c3cc(CC)ccc3o2)cc1,-2%,-5%
CC1=C(C(=O)NCc2ccc(Cl)cc2)C2(CCCCC2)OC1=O,16%,-4%
COc1ccccc1CNC(=O)c1ccc2c(c1)N(Cc1cc(C)ccc1C)C(=O)c1ccccc1S2,-6%,?
COc1ccc(N2CCN(C(CNC(=O)c3cccc(OC)c3)c3cccnc3)CC2)cc1 (centres undefined),-6%,-1%
Cc1ccc(C)c(N(C)C(=O)Cc2c(C(=O)O)[nH]c3ccc(Cl)cc23)c1,-9%,19%
Cc1cccc(CCNC(=O)CCc2c(C)nc3c(c(C)nn3-c3ccccc3)c2C)c1,0%,-11%
CCOc1cccc2cc(-c3nc4sc5c(c4c(=O)[nH]3)CCC(C)C5)c(=O)oc12 (centres undefined),-1%,0%
O=S(=O)(c1ccccc1)n1nc(-c2ccc(Cl)cc2)nc1NCc1ccccc1,8%,-2%
Cc1c(Cl)cccc1NC(=O)C(C)N(c1ccccc1)S(C)(=O)=O (centres undefined),20%,0%
Cc1ccc(NC(=O)CCSc2nc(-c3ccc4c(c3)OCO4)cc(C(F)(F)F)n2)c(C)c1,-13%,-5%
CCc1ccc(NC(=O)Cn2c(=O)n(Cc3ccc4c(c3)OCO4)c(=O)c3oc4ccccc4c32)cc1,0%,-13%
O=C(Cn1c(SCC(=O)Nc2ccc(F)cc2)nc2ccccc21)NCc1ccc(Cl)cc1,1%,3%
CN1CCN(C2(CNC(=O)c3ccc([N+](=O)[O-])cc3)CCCCC2)CC1,-12%,2%
Cc1cccc(N(C)C(=O)C(Cc2ccccc2)NS(=O)(=O)c2cccc3nsnc23)c1 (centres undefined),-9%,19%
CCc1nnc2c(N3CCN(c4cc(Cl)ccc4C)CC3)nc3ccccc3n12,-11%,-9%
O=C(Cn1c(SCCOc2ccccc2Cl)nc2ccccc21)N1CCCCC1,-2%,?
Cc1ccc(NC(=O)CSc2nncn2C)c(C)c1,-10%,-8%
CCn1c(=O)cc(SCC(=O)N2CCN(c3cc(C)ccc3C)CC2)c2ccccc21,-7%,?
COc1ccc(NC(=O)CCc2c(C)nn(-c3ccc(N4CCCC4)nn3)c2C)cc1Cl,-23%,35%
Cc1cc(-c2ccc(S(=O)(=O)N3CCN(c4ccc(Cl)cc4)CC3)s2)on1,-12%,12%
COc1ccc(C)cc1NC(=O)C(Cc1ccccc1)NS(=O)(=O)c1cccs1 (centres undefined),-13%,-3%
CCN1CCN(c2ncnc3c2cnn3-c2cc(Cl)ccc2C)CC1,-20%,-28%
CN1CCN(C(CNC(=O)c2ccccc2)c2ccc3c(c2)OCO3)CC1 (centres undefined),24%,-17%
COc1ccccc1NC(=O)c1c(C)cc(C)nc1SCC(=O)Nc1cccc(C)c1,15%,?
CCc1ccc(CN(Cc2ccco2)C(=O)c2cc(-c3ccc(C)c(F)c3)on2)cc1,6%,-5%
CCC(=O)N1c2ccccc2CC1C(=O)NCCc1ccc(Cl)cc1 (centres undefined),-7%,-11%
Cc1nc2c(C(=O)O)cnn2c(C)c1Cc1ccccc1,-14%,-19%
CCC(=O)N1CCCc2cc(S(=O)(=O)Nc3ccc(C)c(C)c3)ccc21,8%,26%
COc1ccc(-c2nc(SCC(=O)NC(C)CCc3ccccc3)n[nH]2)cc1 (centres undefined),-11%,23%
COc1ccc(S(=O)(=O)N2CCC(Oc3ccc(-n4cnnn4)cc3)CC2)cc1,-20%,-10%
Cc1cc(C)cc(NC(=O)c2c(C)oc3nc(C)nc(N4CCCC4)c23)c1,-8%,2%
Cc1ccc(-c2cnc(NCc3ccc(C(F)(F)F)cc3)n2C)cc1,-5%,5%
CCOc1ccc(CNC(=O)Cn2c(=O)c3cccn3c3cccnc32)cc1,-10%,-8%
Cc1ccc(NC(=O)CSc2nc(-c3ccco3)cc(C(F)(F)F)n2)cc1,-13%,1%
Cc1cccc(C)c1NC(=O)CN(C)S(=O)(=O)c1ccc2[nH]c3c(c2c1)CCCC3,-29%,25%
Cc1ccc(C)c(N2CCN(c3ncnc4c3nc3n4CCCCC3)CC2)c1,-12%,26%
Cc1ccc(Cl)cc1N1CCN(C(=O)c2cc3ccc4cccnc4c3[nH]2)CC1,-2%,38%
COC(=O)c1ccccc1NC(=O)C1CCCN(c2ncnc3onc(C)c23)C1 (centres undefined),-8%,12%
COc1cc(Cl)c(C)cc1NC(=O)CSc1cc(-c2ccccc2)nc(C)n1,-7%,-6%
Cc1ccccc1CN1c2ccccc2-c2nc(SCC(=O)NCCc3ccccc3)ncc2S1(=O)=O,-5%,-18%
CCN(C(=O)Nc1cn(CC(C)C)c(=O)c2ccccc12)c1cc(C)ccc1C,3%,8%
COc1ccc(Cl)cc1N(C)C(=O)Cc1noc2ccc(C)cc12,3%,41%
COc1ccc(NC(=O)CCc2c(C)nn(-c3ccc(N4CCCCC4)nn3)c2C)cc1Cl,-15%,?
CCC(C)NC(=O)CCCN1C(=O)CCn2nc(-c3cccn3C)cc21 (centres undefined),-3%,-11%
O=C(CSc1nc2c(cnn2-c2ccc(F)cc2)c(=O)[nH]1)Nc1ccc(Br)cc1,-10%,1%
Cc1ccc(NC(=O)C(=O)NCC2(c3ccccc3)CCCC2)cc1C,-16%,-16%
COc1ccc2c(c1)c1c(c(=O)n(-c3ccccc3C)c(=O)n1Cc1cccc(C(F)(F)F)c1)n2C,-5%,-1%
CCOc1ccccc1NC(=O)CN1C(=O)COc2ccc(S(=O)(=O)N3CCCCCC3)cc21,-12%,-11%
CC(=O)c1ccc(NC(=O)c2nc3nc(C)cc(C(F)F)n3n2)cc1,-4%,5%
O=C(NCCc1ccccc1)c1ccc(CSc2nc3cccnc3n2Cc2ccc(F)cc2)cc1,0%,0%
# Continued:
SMILES,Abeta rescue,FUS suppressor
CCOc1ccc(CCNC(=O)c2cc3c(-c4ccc(OC)c(OC)c4)nn(C)c3s2)cc1OCC,7%,?
CCNC(=O)c1cc2n(n1)CCCN(Cc1ccc(C)cc1)C2=O,-3%,-8%
COc1ccc(OC)c(NC(=O)c2cc3cc(C)ccc3n2C)c1,-25%,17%
CC(=O)OCc1cnc(C)c2oc(=O)c(C(=O)Nc3ccc(F)cc3C)cc12,1%,-18%
Cc1cc(C)cc(NC(=O)Cn2nc(N3CCN(c4ccccc4)CC3)ccc2=O)c1,-10%,-8%
O=C(c1cccc(F)c1)N1CCC(c2c[nH]c3ccccc23)(c2c[nH]c3ccccc23)CC1,-15%,4%
Cc1cc(C)n(-c2nc3ccccc3nc2N2CCN(c3cccc(C(F)(F)F)c3)CC2)n1,11%,-7%
COc1ccc(N2CCN(C(=O)CSc3nc(-c4ccc(C(C)C)cc4)no3)CC2)cc1,-3%,26%
Cc1ccc(-n2ncc(C(=O)NCCN3CCC(Cc4ccccc4)CC3)c2C2CCN(C(=O)OC(C)(C)C)CC2)cc1,-13%,?
COc1ccccc1NC(=O)c1ccc(-c2nc(COc3ccc(C)cc3)c(C)o2)cc1,-17%,16%
CC1=C(C(=O)Nc2ccccc2C)C(c2sccc2C)n2ncnc2N1 (centres undefined),-19%,-16%
COc1ccc(-c2cc3c(=O)n(CC(=O)Nc4ccccc4C(F)(F)F)ccn3n2)cc1OC,-3%,-12%
Cc1ccc(C)c(Cn2c(C(=O)O)c(CNCc3cccs3)c3ccccc32)c1,-10%,?
Cc1ccccc1CN1C(=O)C(O)(CC(=O)c2cccc(Br)c2)c2ccccc21 (centres undefined),19%,-6%
Cc1ccc(-c2noc(CCCC(=O)NCc3ccco3)n2)cc1,5%,-8%
CCOC(=O)c1cc(-c2ccccc2)n(CCC(=O)NCCc2ccccc2)c1C,-2%,28%
COc1ccc(CCNC(=O)CCCCCn2c(=O)[nH]c3cc(OC)c(OC)cc3c2=O)cc1OC,-12%,-30%
O=C(CC1N=C2c3ccccc3N=C(SCc3cccc(F)c3)N2C1=O)NC1CCCCC1 (centres undefined),7%,7%
CC(=O)c1ccc(NS(=O)(=O)c2ccc3[nH]c4c(c3c2)CCCCCC4)cc1,11%,?
O=C(Nc1ccc(F)cc1)[C@H](Cc1ccccc1)N1Cc2ccccc2C1=O,3%,-29%
Cc1cc(OC(C)C(=O)N2CCN(CCc3ccccn3)CC2)ccc1Cl (centres undefined),3%,2%
CCNC(=O)Cc1ccc(NC(=O)N2CCCCc3ccccc32)cc1,-6%,14%
CCS(=O)(=O)c1ncc(N(Cc2ccccc2)Cc2ccco2)c(C(=O)Nc2cccc(Cl)c2C)n1,17%,18%
COc1ccc(C2=Nc3ccc(F)cc3NC(c3cccc(C(F)(F)F)c3)=N2)cc1,-1%,29%
Cc1ccc2nc(Cl)c3cc(C(=O)NC4CCCCC4)sc3c2c1,3%,-23%
CCc1ccccc1NC(=O)COC(=O)c1cn(CC)c2nc(C)ccc2c1=O,5%,-9%
CCCS(=O)(=O)c1c(S(=O)(=O)CCC)c2cc(C(C)(C)C)ccn2c1C(=O)c1ccc(C)cc1,-7%,20%
COc1ccc(Cn2ccc3nc(C)c(C(=O)Nc4ccc(C)c(F)c4)cc3c2=O)cc1,1%,12%
Cc1ccccc1CNC(=O)c1ccc2nc(SCc3ccc(F)cc3)n(C)c2c1,-18%,-7%
CCC(=O)Nc1ccc(-c2nc3ncccc3o2)cc1C,-15%,-16%

# Already shown: an excerpt of the list.
SMILES,Abeta rescue,FUS suppressor
CCS(=O)(=O)c1ncc(N(Cc2ccccc2)Cc2ccco2)c(C(=O)Nc2cccc(Cl)c2C)n1,17%,18%
COc1ccc(C2=Nc3ccc(F)cc3NC(c3cccc(C(F)(F)F)c3)=N2)cc1,-1%,29%
Cc1ccc2nc(Cl)c3cc(C(=O)NC4CCCCC4)sc3c2c1,3%,-23%
CCc1ccccc1NC(=O)COC(=O)c1cn(CC)c2nc(C)ccc2c1=O,5%,-9%
CCCS(=O)(=O)c1c(S(=O)(=O)CCC)c2cc(C(C)(C)C)ccn2c1C(=O)c1ccc(C)cc1,-7%,20%
COc1ccc(Cn2ccc3nc(C)c(C(=O)Nc4ccc(C)c(F)c4)cc3c2=O)cc1,1%,12%
Cc1ccccc1CNC(=O)c1ccc2nc(SCc3ccc(F)cc3)n(C)c2c1,-18%,-7%

# Next entries.
SMILES,Abeta rescue,FUS suppressor
CCC(=O)N1c2ccccc2CC1C(=O)NCc1cc(OC)ccc1OC (centres undefined),-8%,-17%
CCCNC(=O)CSc1nc2ccccc2nc1Cc1ccc(Cl)cc1,-12%,1%
CCc1ccc(-n2c(=O)c3c4c(sc3n(CC(=O)N3CCCCC3CC)c2=O)CCC4)cc1 (centres undefined),3%,23%
Cc1ccc(C)c(N2CCN(CCCNC(=O)c3ccc4nc(N5CCC(C)CC5)sc4c3)CC2)c1,-6%,7%
CCN1C(=O)C(Cc2nc3ccccc3c(=O)n2C)c2cc(C)ccc21 (centres undefined),11%,21%
CCOc1ccc(N2CC(NC(=O)Cc3cccs3)CC2=O)cc1 (centres undefined),-6%,36%
Cc1cc(C)c(NC(=O)Cn2nc(-c3ccncc3)ccc2=O)c(C)c1,-13%,8%
COc1ccc(OC)c(CNC(=O)c2ccccc2NC(=O)c2nsc3ccccc23)c1,-10%,-1%
CC(C)N(Cc1ccccc1)S(=O)(=O)c1ccc(-c2cc(C(F)(F)F)on2)s1,-2%,16%
COc1ccc(S(=O)(=O)N(CC(=O)NC(C)c2ccccc2)c2ccc(C)cc2)cc1OC (centres undefined),-8%,?
O=C(NCCc1ccc(Cl)cc1)c1ccc(CS(=O)Cc2cccc(Cl)c2)o1 (centres undefined),-15%,35%
Cc1cc(C)n(-c2nc3ccccc3nc2Nc2ccc(Cl)c(Cl)c2)n1,-19%,-1%
Cc1ccn2c(Nc3ccc4c(c3)OCO4)c(-c3ccco3)nc2c1,-12%,22%
CCOc1ccccc1N(CC)C(=O)Nc1cn(C)c(=O)c2ccccc12,4%,13%
Cc1ccc(NC(=O)CSc2c3c(nc4ccccc24)CCCC3)cc1F,-18%,-12%
Cc1nn(-c2ccc(N3CCCCC3)nn2)c(C)c1CCC(=O)NCc1ccc(OC(C)C)cc1,-10%,29%

# Among those listed so far, 10 contain a thiophene ring, fused or not:
SMILES,Abeta rescue,FUS suppressor
CCOc1cccc2cc(-c3nc4sc5c(c4c(=O)[nH]3)CCC(C)C5)c(=O)oc12 (centres undefined),-1%,0%
Cc1cc(-c2ccc(S(=O)(=O)N3CCN(c4ccc(Cl)cc4)CC3)s2)on1,-12%,12%
COc1ccc(C)cc1NC(=O)C(Cc1ccccc1)NS(=O)(=O)c1cccs1 (centres undefined),-13%,-3%
CCOc1ccc(CCNC(=O)c2cc3c(-c4ccc(OC)c(OC)c4)nn(C)c3s2)cc1OCC,7%,?
CC1=C(C(=O)Nc2ccccc2C)C(c2sccc2C)n2ncnc2N1 (centres undefined),-19%,-16%
Cc1ccc(C)c(Cn2c(C(=O)O)c(CNCc3cccs3)c3ccccc32)c1,-10%,?
Cc1ccc2nc(Cl)c3cc(C(=O)NC4CCCCC4)sc3c2c1,3%,-23%
CCc1ccc(-n2c(=O)c3c4c(sc3n(CC(=O)N3CCCCC3CC)c2=O)CCC4)cc1 (centres undefined),3%,23%
CCOc1ccc(N2CC(NC(=O)Cc3cccs3)CC2=O)cc1 (centres undefined),-6%,36%
CC(C)N(Cc1ccccc1)S(=O)(=O)c1ccc(-c2cc(C(F)(F)F)on2)s1,-2%,16%
